Source: PubChem BioAssay (several laboratories)
KCNQ1 inh – inhibitors of human KCNQ1 channel, primary screen, cell-based, thallium flux, high-throughput. AID 2642, 2010. Potassium voltage-gated channel subfamily KQT member 1 (Homo sapiens), P51787. 1.3% of 310,000 active. CHO-K1 KCNQ1, FluxOR thallium flux fluorescence; active compounds read high. B-score at 10 µM;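 active = compounds whose thallium flux B-score, printed positive for inhibition, exceeds three library SD while starting fluorescence stays within three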;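 note: channel opened by potassium depolarization with thallium stimulus after 20 min compound exposure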
KCNK3 inh – human KCNK3 channel inhibitors, primary screen, CHO cells, FluxOR thallium flux, B-score | FluxOR fluorescence; active compounds read low | Potassium channel subfamily K member 3 (Homo sapiens), O14649 | B-score at 10 µM | 0.84% of 340,000 active;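 active = B-score under library mean minus 4 SD, starting fluorescence ratio at most library mean plus 5 SD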;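 note: more negative B-score means stronger inhibition of thallium flux through KCNK3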
hERG rescue – hERG rescue from dofetilide block, primary screen, cell-based, CHO-hERG, FluxOR thallium flux, dofetilide IC70; activation (rescue from dofetilide block), less the hit threshold, % at 10 µM; dofetilide IC70 present; Voltage-gated inwardly rectifying potassium channel KCNH2 (Homo sapiens), Q12809; AID 1511, 2009; 0.51% of 310,000 active;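 active = activation above the mean of controls blocked by dofetilide plus 5 SD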;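 note: thallium influx through hERG after potassium depolarization seen as dye fluorescence rise; in these data hits start at about 4.7%; inactives centre near -7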
Target sequence (Q12809 whole entry, looked up): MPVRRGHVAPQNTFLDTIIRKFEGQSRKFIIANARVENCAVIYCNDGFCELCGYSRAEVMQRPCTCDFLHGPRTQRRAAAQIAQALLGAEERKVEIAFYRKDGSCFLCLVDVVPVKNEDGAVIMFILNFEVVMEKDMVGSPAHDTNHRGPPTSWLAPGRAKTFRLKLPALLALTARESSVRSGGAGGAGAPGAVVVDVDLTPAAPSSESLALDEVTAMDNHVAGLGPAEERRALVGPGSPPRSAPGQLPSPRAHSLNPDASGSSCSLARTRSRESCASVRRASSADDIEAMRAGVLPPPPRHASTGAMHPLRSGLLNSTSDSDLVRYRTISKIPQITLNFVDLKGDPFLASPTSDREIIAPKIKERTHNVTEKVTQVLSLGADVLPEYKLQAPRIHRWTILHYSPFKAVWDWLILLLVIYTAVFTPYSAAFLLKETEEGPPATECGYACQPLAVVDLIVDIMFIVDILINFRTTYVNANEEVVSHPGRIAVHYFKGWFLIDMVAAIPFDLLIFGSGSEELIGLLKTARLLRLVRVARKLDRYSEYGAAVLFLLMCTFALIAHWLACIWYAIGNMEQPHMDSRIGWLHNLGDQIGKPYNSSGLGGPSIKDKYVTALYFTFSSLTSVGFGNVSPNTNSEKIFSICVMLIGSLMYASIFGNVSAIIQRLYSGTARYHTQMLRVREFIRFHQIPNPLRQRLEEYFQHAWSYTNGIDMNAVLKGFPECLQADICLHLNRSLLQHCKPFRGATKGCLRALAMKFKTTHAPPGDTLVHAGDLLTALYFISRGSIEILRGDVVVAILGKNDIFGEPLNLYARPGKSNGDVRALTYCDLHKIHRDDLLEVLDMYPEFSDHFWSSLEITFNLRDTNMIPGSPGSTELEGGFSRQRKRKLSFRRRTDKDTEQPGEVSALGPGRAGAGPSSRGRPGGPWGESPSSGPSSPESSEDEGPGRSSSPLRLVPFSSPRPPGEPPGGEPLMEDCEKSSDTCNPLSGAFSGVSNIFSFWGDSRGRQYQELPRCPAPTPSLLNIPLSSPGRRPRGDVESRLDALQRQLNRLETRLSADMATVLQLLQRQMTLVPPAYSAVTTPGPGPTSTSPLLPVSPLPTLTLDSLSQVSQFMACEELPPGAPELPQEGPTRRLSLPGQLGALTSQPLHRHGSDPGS
TMEM16A act – TMEM16A chloride channel activators or potentiators, primary screen, cell-based, HTS. Anoctamin-1 (Mus musculus), Q8BHY3. HEK293 TMEM16A/YFP-H148Q/I152L, iodide quench fluorescence; active compounds read low. B-score at 10 µM. 0.3% of 340,000 active. AID 623877, 2012;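 active = fluorescence-ratio B-score plate-corrected deviation score at least 3 library SD below zero, with starting fluorescence score within 5 deviations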;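 note: channel opened by trigger with iodide after compound preincubation; score built on the fluorescence ratio of max minus min over baseline; more negative score means more quench and so TMEM16A activation or potentiation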
KCNQ1 act – potentiators or activators of KCNQ1 channel, primary screen, cell-based, thallium flux, high-throughput; CHO-K1 KCNQ1, thallium flux FluxOR fluorescence; active compounds read high; 0.35% of 310,000 active; Potassium voltage-gated channel subfamily KQT member 1 (Homo sapiens), P51787; B-score at 10 µM;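 active = fluorescence ratio B-score, a plate-corrected score, at least three library SD, with initial intensity B-score within 5 SD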
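assay system = KCNQ1-transfected CHO-K1 cells | medium = assay buffer with matched DMSO | probe or stimulus = depolarizing K+/Tl+ stimulus, K2SO4 and Tl2SO4 each 12.5 mM in 5x stock | dosing = single dose | incubation = dye 90 min, compound 20 min, room temperature | detection = kinetic FluxOR fluorescence, 10 s baseline plus 110 s post-stimulus | evaluation = ratio B score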
HDAC3 inhib – HDAC3 deacetylase inhibitors, primary screen, biochemical, fluorescence, cell-free homogeneous. Histone deacetylase 3 (Homo sapiens), O15379. recombinant HDAC3, fluorogenic peptide/trypsin coupled. inhibition, % at 8.3 µM. 0.15% of 320,000 active. AID 2718, 2010; in the data active = inhibition above about 26%, passing the limit was not always enough
TRPC4 PAM – positive allosteric modulators of TRPC4, primary screen, cell-based, mouse TRPC4beta, HEK293 mu-opioid, Fluo-4 calcium. B-score at 10 µM. DAMGO EC20, Fluo-4 Ca2+ flux; active compounds read high. 0.42% of 310,000 active;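 active = B-score of calcium response area above 5 SD of library B-scores, with initial fluorescence ratio within 5 SD of library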;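 note: B-score of integrated fluorescence ratio over time as area under calcium response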
ANO1 block – TMEM16A chloride channel inhibitors, primary screen, cell-based, HTS; 1.2% of 310,000 active; Anoctamin-1 (Mus musculus), Q8BHY3; normalized B-score (activity score, 25-100; higher = stronger inhibition) at 10 µM; HEK293 TMEM16A/YFP iodide influx fluorescence, ionomycin;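 active = ratio plate-corrected score three or more library SD toward inhibition, starting fluorescence score within five deviations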;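 note: score derived from kinetic fluorescence span divided by baseline fluorescence per well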
DYRK1A inh – rat Dyrk1A kinase inhibitors, primary screen, biochemical, single point, plate reader. Dual specificity tyrosine-phosphorylation-regulated kinase 1A (Rattus norvegicus), Q63470. ADP-Glo luminescence, NFATc1 peptide. 0.43% of 310,000 active. inhibition, % at 12.5 µM; in the data active = inhibition above about 50%;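 note: plate controls were vehicle with enzyme for no effect and no enzyme for full effect; many of its hits are not listed in these tables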
TRPC4 act – activators of mouse TRPC4 channel, primary screen, Fluo4 calcium, HEK293 TRPC4beta/mu-opioid cells | 0.49% of 310,000 active | Fluo4 calcium fluorescence; active compounds read high | B-score at 10 µM | Short transient receptor potential channel 4 (Mus musculus), Q9QUQ5;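 active = B-score above 5 SD of library B-scores, and initial fluorescence ratio not above library mean plus 5 SD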;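 note: positive B-score marks a calcium rise read as TRPC4 activation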
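Technique: kinetic Fluo4 calcium fluorescence; Test system: TRPC4beta and mu-opioid receptor HEK293 stable cells; Measure: B-scored integrated calcium fluorescence ratio; Benchmarks: low control buffer alone, high control maximal DAMGO; Schedule: 45 min room-temperature Fluo4 loading, 110 s read.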
KCNK9 block – KCNK9 potassium channel inhibitors, primary screen, HEK293 cells, thallium flux | FluxOR thallium flux fluorescence; active compounds read low | 1.2% of 310,000 active | AID 488922, 2010 | Potassium channel subfamily K member 9 (Homo sapiens), Q9NPC2 | B-score at 10 µM;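 active = ratio B-score over 3 SD below the library mean, with starting fluorescence within 5 SD of its mean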;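 note: negative B-score means less thallium flux so channel inhibition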
Numbers without * were called inactive.

Screening COc1cc(OC)cc(C(=O)N2CCN(c3ccccn3)CC2)c1 returned KCNQ1 inh inactive, KCNK3 inh inactive, hERG rescue -5.7, TMEM16A act inactive, KCNQ1 act inactive, HDAC3 inhib 13.4, TRPC4 PAM inactive, ANO1 block inactive, DYRK1A inh -1.6, TRPC4 act inactive and KCNK9 block inactive.
COc1ccc(Br)cc1CNC(=O)CCc1nc(-c2ccc(C)cc2)no1 was read as KCNQ1 inh inactive, KCNK3 inh inactive, hERG rescue 1.4, TMEM16A act inactive, KCNQ1 act inactive, HDAC3 inhib 2.5, TRPC4 PAM inactive, ANO1 block inactive, DYRK1A inh 7.4, TRPC4 act inactive and KCNK9 block inactive.
`O=C(NCc1ccccc1F)C1CCN(S(=O)(=O)c2ccccc2)CC1` gave KCNQ1 inh inactive, KCNK3 inh inactive, hERG rescue -7.6, TMEM16A act inactive, KCNQ1 act inactive, HDAC3 inhib 1.0, TRPC4 PAM inactive, ANO1 block inactive, DYRK1A inh 1.2, TRPC4 act inactive and KCNK9 block inactive.
Cc1nnc2n(-c3ccccc3)c(=O)c3ccccc3n12 was read as KCNQ1 inh inactive, KCNK3 inh inactive, hERG rescue 1.0, TMEM16A act inactive, KCNQ1 act inactive, HDAC3 inhib -3.4, TRPC4 PAM inactive, ANO1 block inactive, DYRK1A inh 7.0, TRPC4 act inactive and KCNK9 block inactive.
Screening CN(C)C(=O)N1CCC(C(=O)NCc2cccs2)CC1 returned KCNQ1 inh inactive, KCNK3 inh inactive, hERG rescue 1.1, TMEM16A act inactive, KCNQ1 act inactive, HDAC3 inhib 0.7, TRPC4 PAM inactive, ANO1 block inactive, DYRK1A inh 6.8, TRPC4 act inactive and KCNK9 block inactive.
`CC(C)(C)C(=O)NC(NC(=S)Nc1ccc(S(N)(=O)=O)cc1)C(Cl)(Cl)Cl` (stereo not given) gave KCNQ1 inh inactive, KCNK3 inh inactive, hERG rescue -5.5, TMEM16A act inactive, KCNQ1 act inactive, TRPC4 PAM inactive, ANO1 block inactive, DYRK1A inh -1.3, TRPC4 act inactive and KCNK9 block inactive.
For O=S(=O)(NCc1ccc(C(F)(F)F)cc1)c1ccc(-n2cnnn2)cc1 the results were KCNQ1 inh inactive, KCNK3 inh inactive, hERG rescue -1.8, TMEM16A act inactive, KCNQ1 act inactive, HDAC3 inhib -12.4, TRPC4 PAM inactive, ANO1 block inactive, DYRK1A inh -2.4, TRPC4 act inactive and KCNK9 block inactive.
For CCC(C)(C)C1CCc2[nH]nc(C(=O)NCC3CC3)c2C1 (stereo not given) the results were KCNK3 inh inactive, TMEM16A act inactive, HDAC3 inhib 3.4, ANO1 block inactive and DYRK1A inh 4.9.
For Cc1cc([N+](=O)[O-])nn1Cc1ccc(F)cc1 the results were KCNQ1 inh inactive, KCNK3 inh inactive, hERG rescue -7.8, TMEM16A act inactive, KCNQ1 act inactive, TRPC4 PAM inactive, DYRK1A inh -3.9, TRPC4 act inactive and KCNK9 block inactive.
For C[C@H](NC(=O)c1ccccc1Cl)C(=O)NCCc1ccc(S(N)(=O)=O)cc1 the results were KCNQ1 inh inactive, KCNK3 inh inactive, hERG rescue -2.3, TMEM16A act inactive, KCNQ1 act inactive, HDAC3 inhib -4.2, TRPC4 PAM inactive, ANO1 block inactive, DYRK1A inh -9.1, TRPC4 act inactive and KCNK9 block inactive.
For O=C(C1=C(O)C(=O)N(CCc2ccccc2)C1c1ccncc1)c1cc2ccccc2o1 (stereo not given) the results were KCNQ1 inh inactive, KCNK3 inh inactive, hERG rescue -4.0, TMEM16A act inactive, KCNQ1 act inactive, HDAC3 inhib -1.2, TRPC4 PAM inactive, ANO1 block inactive, DYRK1A inh 0.3, TRPC4 act inactive and KCNK9 block inactive.
Screening O=C(NCc1ccco1)c1ccc(CS(=O)(=O)Cc2ccc(Cl)cc2)o1 returned KCNQ1 inh inactive, KCNK3 inh inactive, hERG rescue -7.5, TMEM16A act inactive, KCNQ1 act inactive, HDAC3 inhib -1.1, TRPC4 PAM inactive, ANO1 block inactive, DYRK1A inh -8.9, TRPC4 act inactive and KCNK9 block inactive.
For Cc1c(NC(=O)c2ccccc2)c(=O)n(-c2ccccc2)n1C the results were KCNQ1 inh inactive, KCNK3 inh inactive, hERG rescue -0.5, TMEM16A act inactive, KCNQ1 act inactive, HDAC3 inhib 2.6, TRPC4 PAM inactive, ANO1 block inactive, DYRK1A inh 0.7, TRPC4 act inactive and KCNK9 block inactive.
`S=c1[nH]nc(Cc2cccs2)n1-c1cccc2ccccc12` gave KCNQ1 inh inactive, KCNK3 inh inactive, hERG rescue -8.1, TMEM16A act inactive, KCNQ1 act inactive, HDAC3 inhib -1.7, TRPC4 PAM inactive, ANO1 block inactive, DYRK1A inh -5.6, TRPC4 act inactive and KCNK9 block inactive.
`Cc1nc(-c2cc(-c3ccc(Cl)cc3)no2)cs1` gave KCNQ1 inh inactive, KCNK3 inh inactive, hERG rescue -6.1, TMEM16A act inactive, KCNQ1 act inactive, HDAC3 inhib 9.7, TRPC4 PAM inactive, ANO1 block inactive, DYRK1A inh 2.5, TRPC4 act inactive and KCNK9 block inactive.
Screening O=C(Cc1ccc2c(c1)CCCC2)Nc1ccc2ccccc2c1 returned KCNQ1 inh inactive, KCNK3 inh inactive, hERG rescue -13.0, TMEM16A act inactive, KCNQ1 act inactive, HDAC3 inhib 5.0, TRPC4 PAM inactive, ANO1 block inactive, DYRK1A inh -5.8, TRPC4 act inactive and KCNK9 block inactive.
`Cn1cnnc1Sc1ccc(C(=O)NCCC(c2ccccc2)c2ccccc2)cc1[N+](=O)[O-]` gave KCNQ1 inh 10*, KCNK3 inh inactive, hERG rescue -9.7, TMEM16A act inactive, KCNQ1 act inactive, HDAC3 inhib 0.7, TRPC4 PAM inactive, ANO1 block inactive, DYRK1A inh -4.3, TRPC4 act inactive and KCNK9 block inactive.
Screening Nc1nc2nccc(-c3cccnc3)n2n1 returned KCNQ1 inh inactive, KCNK3 inh inactive, hERG rescue -11.7, TMEM16A act inactive, KCNQ1 act inactive, HDAC3 inhib -16.9, TRPC4 PAM inactive, ANO1 block inactive, DYRK1A inh 0.4, TRPC4 act inactive and KCNK9 block inactive.
`CCCN(Cc1cc2cc(C)ccc2[nH]c1=O)C(=O)c1cccc([N+](=O)[O-])c1` gave KCNQ1 inh inactive, KCNK3 inh inactive, hERG rescue -5.3, TMEM16A act inactive, KCNQ1 act inactive, HDAC3 inhib 1.0, TRPC4 PAM inactive, ANO1 block inactive, DYRK1A inh 10.8, TRPC4 act inactive and KCNK9 block inactive.
Cc1cc(C)nc(SCc2ccc(C(=O)N/N=C3\CCCC(=O)C3)cc2)n1 was read as KCNQ1 inh inactive, KCNK3 inh inactive, hERG rescue -5.9, TMEM16A act inactive, KCNQ1 act inactive, HDAC3 inhib 3.1, TRPC4 PAM inactive, ANO1 block inactive, DYRK1A inh 3.0, TRPC4 act inactive and KCNK9 block inactive.
CCc1nc2ccc(C(=O)Nc3ccc(NC(C)=O)cc3)cc2nc1CC was read as KCNQ1 inh inactive, KCNK3 inh inactive, hERG rescue -9.2, TMEM16A act inactive, KCNQ1 act inactive, HDAC3 inhib -2.6, TRPC4 PAM inactive, ANO1 block inactive, DYRK1A inh -3.5, TRPC4 act inactive and KCNK9 block inactive.
Screening CN(C)c1ccc(N2CC(C)(C)C2=O)cc1 returned KCNQ1 inh inactive, KCNK3 inh inactive, hERG rescue -7.4, TMEM16A act inactive, KCNQ1 act inactive, HDAC3 inhib 0.7, TRPC4 PAM inactive, ANO1 block inactive, DYRK1A inh 2.5, TRPC4 act inactive and KCNK9 block inactive.
`O=C(Nc1ccc(N2CCOCC2)cc1)c1cccc(S(=O)(=O)N2CCCC2)c1` gave KCNQ1 inh inactive, KCNK3 inh inactive, hERG rescue -11.2, TMEM16A act inactive, KCNQ1 act inactive, HDAC3 inhib 6.5, TRPC4 PAM inactive, ANO1 block inactive, DYRK1A inh -6.4, TRPC4 act inactive and KCNK9 block inactive.
C=CCN1C(=O)c2ccccc2Sc2ccc(C(=O)N3CCN(C)CC3)cc21 was read as KCNQ1 inh inactive, KCNK3 inh inactive, hERG rescue -6.2, TMEM16A act inactive, KCNQ1 act inactive, HDAC3 inhib -0.2, TRPC4 PAM inactive, ANO1 block inactive, DYRK1A inh 2.9, TRPC4 act inactive and KCNK9 block inactive.
`COc1cccc(N(C(=O)c2sc(C)nc2C)C(C(=O)NCC2CCCO2)c2ccccc2)c1` (stereo not given) gave KCNQ1 inh inactive, KCNK3 inh inactive, hERG rescue -6.5, TMEM16A act inactive, KCNQ1 act inactive, HDAC3 inhib -0.4, TRPC4 PAM inactive, ANO1 block inactive, DYRK1A inh 13.4, TRPC4 act inactive and KCNK9 block inactive.
Screening CNNC(=O)C(C)NC(=O)c1ccc(Br)cc1 (stereo not given) returned KCNQ1 inh inactive, KCNK3 inh inactive, hERG rescue -9.8, TMEM16A act inactive, KCNQ1 act inactive, HDAC3 inhib -10.3, TRPC4 PAM inactive, ANO1 block inactive, DYRK1A inh 2.4, TRPC4 act inactive and KCNK9 block inactive.
Screening CCn1c(SCC(=O)Nc2nccs2)nnc1-c1ccc(S(=O)(=O)N2CCCCC2)cc1 returned KCNQ1 inh inactive, KCNK3 inh inactive, hERG rescue -13.6, TMEM16A act inactive, KCNQ1 act inactive, TRPC4 PAM inactive, ANO1 block inactive, DYRK1A inh 5.4, TRPC4 act inactive and KCNK9 block inactive.

This is a subset; the hit share may differ from the screen's.
